# Rab9 prom act: activators of Rab9 promoter. actives 2.8% (n = 320,000). Potency, µM (highest dose often 9.22 µM), without a hit: top-dose activation, negative = inhibition, most hits filed as activators. Huh7 Rab9 promoter-luciferase reporter, luminescence, 24 h. AID 485297; also: potency is read from the fitted curve at half-maximal effect; % of control where 0% means no effect; nearly all actives have a fitted effect of over 60% in size
#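 Promoter activation is measured as luciferase luminescence in Huh7 cells stably transfected with a Rab9 promoter–luciferase construct, following 24 h compound exposure at 37 °C and 10 min reagent incubation at ambient temperature.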
# Menin MLL FP TR: menin-MLL binding inhibition, Texas Red mutant peptide. O00255. Menin + Texas Red MLL mutant peptide, fluorescence polarization. Potency, µM (highest dose often 61.6 µM), without a hit: at the top dose FP activity change, negative = inhibition, most hits filed as inhibitors. actives 0.23% (n = 270,000). AID 1768; active = well fitted inhibition curve with a large enough effect in the polarisation, with a control signal flat, not every such curve was filed as active; inconclusive = small, poorly fitted or top-dose-only effect, or effect the other way, or a change in a side signal; inactive = no such curve, though single readings can be large or run the other way; the % refers to the polarisation; also: potency is read from the fitted curve at half-maximal effect; % of control where 0% means no effect; many of its hits are not listed in these tables
# NPC1 prom act: activators of NPC1 promoter; Huh7 NPC1 promoter luciferase reporter, 24 h; Potency, µM (highest dose often 9.22 µM), for inactives: at the highest dose activation, hits mostly activators; actives 2.4% (n = 320,000); AID 485313;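 also: potency is read from the fitted curve at half-maximal effect; % of control where 0% means no effect; nearly all actives have a fitted effect of over 60% in size; reporter is driven by a mutant NPC1 promoter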
#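 Luciferase expression driven by the NPC1 promoter was measured in stably transfected Huh7 cells after a 24 h compound incubation, using a luciferase reagent and a luminescence read.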
# p53 reactivator: mutant p53 re-activation in reporter cells | H1299 p53-A138V BP100-luciferase reporter, luminescence, 24 h | Potency, µM (doses to about 92.2 µM), without a hit: at the highest dose activity change, positive = activation, usual class: activators | actives 0.063% (n = 320,000); also: potency is read from the fitted curve at half-maximal effect; % of control where 0% means no effect; nearly all actives have a fitted effect of over 45% in size
#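 H1299 (p53-null), stable ts p53-A138V + BP100-Luc; 1000 cells/well, Opti-MEM/10% FBS; cpd 4 pt, 1:5; 24 h, 37 deg C, 5% CO2; detection reagent 10 min RT; luminescence.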
# ELG1 genotoxic: genotoxicity induction in ELG1-luciferase HEK293T cells; actives 1.3% (n = 330,000); HEK293T ELG1-luciferase reporter, luminescence, 16 h; Potency, µM (doses to about 46 µM), for inactives: at the top dose activity change, positive = activation, actives largely listed as activators; also: potency is read from the fitted curve at half-maximal effect; % of control where 0% means no effect; nearly all actives have a fitted effect of over 60% in size
#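 Cells (2,000/well) expressing the ELG1-luciferase fusion are dosed by pin tool and kept 16 hr at 37 °C, 5% CO2. Signal comes from ONE-Glo luciferase reagent after 30 min at room temperature.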
# PKM2 activator: PKM2 (human) enzyme activation; P14618; purified PKM2, Kinase-Glo ATP luminescence, activation; response scale: 0% is enzyme alone, no compound; Potency, µM (top dose mostly 57.5 µM), for inactives: top-dose activation, actives largely listed as activators; actives 0.34% (n = 260,000); AID 1631; also: potency is read from the fitted curve at half-maximal effect; % is scaled to controls: 0 for no effect and ±100 for the full control effect; nearly all actives have a fitted effect of over 55% in size
# Target sequence (P14618 whole entry, looked up): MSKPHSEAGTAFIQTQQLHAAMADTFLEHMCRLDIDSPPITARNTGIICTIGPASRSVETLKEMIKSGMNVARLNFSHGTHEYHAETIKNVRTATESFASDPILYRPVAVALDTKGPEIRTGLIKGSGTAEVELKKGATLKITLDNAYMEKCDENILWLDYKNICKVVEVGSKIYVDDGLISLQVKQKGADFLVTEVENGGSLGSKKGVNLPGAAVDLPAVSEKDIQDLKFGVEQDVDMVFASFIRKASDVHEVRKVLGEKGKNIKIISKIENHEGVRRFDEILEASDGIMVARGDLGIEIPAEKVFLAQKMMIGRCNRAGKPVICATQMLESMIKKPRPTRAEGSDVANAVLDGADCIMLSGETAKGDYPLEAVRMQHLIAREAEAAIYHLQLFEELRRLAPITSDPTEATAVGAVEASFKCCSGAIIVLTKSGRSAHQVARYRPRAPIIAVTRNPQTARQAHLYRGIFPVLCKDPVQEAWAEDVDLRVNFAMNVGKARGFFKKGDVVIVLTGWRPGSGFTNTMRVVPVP
#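 Purified hPK-M2 (>95%) run at intermediate activity with 0.1 mM ADP and 0.5 mM PEP in 50 mM imidazole pH 7.2, KCl, MgCl2; 1 h room temperature. ATP formed read by Kinase-Glo luminescence; normalized to uninhibited and no-enzyme controls.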
# VP16 counter: Gal4-VP16 reporter inhibition counter-screen; Drosophila S2 Gal4-VP16 UAS-luciferase, luminescence, 20 h; Potency, µM (highest dose often 53.6 µM), for the others: at the highest dose activity, negative = inhibition, actives largely listed as inhibitors; actives 3.5% (n = 310,000); AID 2546;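 also: Gal4-VP16 expression switched on by copper sulfate through the metallothionein promoter; potency is read from the fitted curve at half-maximal effect; % is scaled to controls: 0 for no effect and ±100 for the full control effect; nearly all actives have a fitted effect of over 50% in size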
# BRCA1 expr act: activators of BRCA1 expression. MCF7-BRCA1-FFLuc reporter, luminescence, 48 h; response scale: scaled: vehicle 0%, 10 µM genistein 100%. Potency, µM (highest dose often 46.1 µM), without a hit: at the highest dose activation, most hits filed as activators. actives 1.1% (n = 380,000); also: potency is read from the fitted curve at half-maximal effect; nearly all actives have a fitted effect of over 80% in size; some results filed as inactive show a strong effect at the top dose
#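 Cells: MCF7-BRCA1-FFLuc, 2000/well. Exposure: 48 h, 37 °C, 5% CO2. Read: luminescence, 15 min post-substrate. Controls: genistein 10 microM (maximal activation), DMSO (neutral).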
# RORgamma inh: blocks mouse ROR gamma transcriptional activity | P51450 | Drosophila S2 Gal4-RORgamma UAS-luciferase reporter, 20 h | Potency, µM (top dose mostly 53.6 µM), for the others: at the highest dose activity change, negative = inhibition, hits mostly inhibitors | actives 5.4% (n = 310,000) | AID 2551; also: potency is read from the fitted curve at half-maximal effect; % is scaled to controls: 0 for no effect and ±100 for the full control effect; nearly all actives have a fitted effect of over 60% in size
# Target sequence (P51450 whole entry, looked up, the tested form may be a part): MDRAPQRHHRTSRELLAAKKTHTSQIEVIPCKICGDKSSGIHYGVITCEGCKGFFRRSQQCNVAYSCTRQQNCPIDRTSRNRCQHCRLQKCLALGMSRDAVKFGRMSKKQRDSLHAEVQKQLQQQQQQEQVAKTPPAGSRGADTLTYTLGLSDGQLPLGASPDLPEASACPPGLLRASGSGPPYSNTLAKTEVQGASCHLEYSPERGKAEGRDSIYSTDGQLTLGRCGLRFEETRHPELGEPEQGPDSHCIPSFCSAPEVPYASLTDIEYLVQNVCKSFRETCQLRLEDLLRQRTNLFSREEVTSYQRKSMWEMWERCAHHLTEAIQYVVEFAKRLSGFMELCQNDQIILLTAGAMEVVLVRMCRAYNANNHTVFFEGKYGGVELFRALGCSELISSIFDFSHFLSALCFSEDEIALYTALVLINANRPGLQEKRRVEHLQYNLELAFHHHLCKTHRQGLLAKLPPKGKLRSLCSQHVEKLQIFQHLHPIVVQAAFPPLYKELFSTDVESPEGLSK
#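 Compounds are pin-transferred onto Drosophila Schneider cells expressing a copper-inducible Gal4–ROR gamma transactivation domain fusion. After 1 hr, copper sulfate is added to 700 uM final; luciferase is read 20 hr later.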
# Giardia killer: Giardia lamblia killing. AID 540267. Giardia lamblia trophozoite viability. activity change, % at 7.66 µM, hits read low. actives 0.15% (n = 340,000); in the data active = activity change below about -80%; inconclusive = between about -30% and that limit;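 also: parasites exposed to compound for two days anaerobically before the ATP read; % is scaled to controls: 0 for no effect and ±100 for the full control effect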
#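 Each well holds 100 Giardia trophozoites and compound. After two days (48 hrs) at 37 deg C in anaerobic conditions, ATP is quantified by luminescence.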
# FLuc counter: counter-screen for miR-21 project: firefly luciferase inhibitors or activators; P08659; purified FLuc, Km substrates, luminescence inhibition; Potency, µM (doses to about 57.5 µM), for the others: at the top dose activity change, negative = inhibition, hits mostly inhibitors; actives 6.9% (n = 360,000); AID 588342;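 also: potency is read from the fitted curve at half-maximal effect; plate controls were vehicle for no effect and reference inhibitor for full effect; nearly all actives have a fitted effect of over 55% in size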
#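 Purified P. pyralis luciferase (10nM final) with 10uM D-luciferin and 10uM ATP (Km levels) in 50mM Tris acetate pH 7.5, 10mM Mg acetate, 0.01% Tween-20, 0.05% BSA; qHTS 6-point titration, ~60 µM downward; luminescence read.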
# Numbers without * were called inactive; ? = inconclusive; . = no result given; [ ] = another dose, or the depositor's remark. Unless noted, calls follow the shape of the dose curve; as a rule, active = well fitted curve in the direction sought with a large enough effect; inconclusive = small, poorly fitted or top-dose-only effect, or another doubt; inactive = no such curve, though single readings can be large; an effect the other way counts as inactive or inconclusive. A portion of the library; rates above refer to the full screens.
SMILES,Rab9 prom act,Menin MLL FP TR,NPC1 prom act,p53 reactivator,ELG1 genotoxic,PKM2 activator,VP16 counter,BRCA1 expr act,RORgamma inh,Giardia killer,FLuc counter
O=C(O)c1cc(NC(=O)c2ccc([N+](=O)[O-])cc2)cc(NC(=O)c2ccc([N+](=O)[O-])cc2)c1,-2%,?,-8%,7%,0%,.,-7%,-9%,3%,6,-9%
O=C(CN1CCN(c2ncccn2)CC1)N1CCc2ccccc21,0%,-2%,1%,?,1%,0%,-2%,35%,3%,29,2%
O=C1NC(c2ccc3c(c2)OCO3)Nc2ccccc21 (configuration not stated),4%,-11%,-3%,12%,14%,2%,-2%,-1%,36%,-9,-13%
O=C(NCCCNC(=O)c1cnccn1)c1ccc(Cl)c(Cl)c1,-3%,2%,-1%,0%,3%,.,-11%,-24%,4%,6,7%
CCOC(=O)C(=O)Nc1sc(C(=O)N(CC)CC)c(C)c1C#N,-12%,20%,-5%,4%,0%,7%,-3%,-9%,8%,0,-4%
COc1cc(NC(=O)COC(=O)CNS(=O)(=O)c2ccc(F)c(F)c2F)cc(OC)c1,-10%,-1%,0%,-2%,1%,0%,-8%,-25%,8%,-5,1%
CCN(Cc1cc2cc(C)ccc2[nH]c1=O)S(=O)(=O)c1ccccc1,0%,-1%,1%,-4%,-3%,3%,-7%,-35%,7%,-6,0%
Cn1c(-c2ccc[nH]c2=O)nc2cc(Cl)ccc21,4%,16%,-5%,1%,3%,-4%,-7%,11%,11%,-6,1%
CN1CC(c2ccc(C#N)cc2)C2(COc3ccccc3C2=O)C12C(=O)Nc1ccccc12 (configuration not stated),0%,17%,-4%,-7%,-7%,0%,-5%,-37%,33%,3,-2%
Cc1ccccc1OCc1n[nH]c(=S)n1Cc1ccccc1,-6%,0%,2%,0%,-2%,4%,?,-24%,3.5µM*,4,-1%
Cc1ccc(C(=O)NC(C)c2ccc(S(N)(=O)=O)cc2)s1 (configuration not stated),-1%,12%,-6%,-5%,-1%,-5%,-3%,-4%,-16%,5,0%
COc1ccccc1N(C(C)=O)c1nc(C)cc(C)c1C#N,-5%,1%,-2%,1%,0%,0%,-2%,-50%,-43%,-2,1%
N#Cc1c(/N=C/c2cccs2)sc2c1CCC2,2µM*,27%,3.2µM*,21%,7.1µM*,-10%,18%,?,?,5,1.5µM*
C#CCNc1ccc([N+](=O)[O-])cc1,0%,-19%,-2%,-4%,0%,19%,8%,24%,-9%,0,-11%
Cc1nnsc1Sc1cccc(C(F)(F)F)c1,0%,-2%,-7%,9%,0%,2%,-10%,-18%,-11%,6,0%

# Entries of single compounds, looked up by structure. Order of values: Rab9 prom act | Menin MLL FP TR | NPC1 prom act | p53 reactivator | ELG1 genotoxic | PKM2 activator | VP16 counter | BRCA1 expr act | RORgamma inh | Giardia killer | FLuc counter
# `Cc1ccccc1OCc1n[nH]c(=S)n1Cc1ccccc1` is listed as -6% | 0% | 2% | 0% | -2% | 4% | ? | -24% | 3.5µM* | 4 | -1%
# `O=C(O)c1cc(NC(=O)c2ccc([N+](=O)[O-])cc2)cc(NC(=O)c2ccc([N+](=O)[O-])cc2)c1` is listed as -2% | ? | -8% | 7% | 0% | . | -7% | -9% | 3% | 6 | -9%
# `CN1CC(c2ccc(C#N)cc2)C2(COc3ccccc3C2=O)C12C(=O)Nc1ccccc12` (configuration not stated) is listed as 0% | 17% | -4% | -7% | -7% | 0% | -5% | -37% | 33% | 3 | -2%
# `CCOC(=O)C(=O)Nc1sc(C(=O)N(CC)CC)c(C)c1C#N` is listed as -12% | 20% | -5% | 4% | 0% | 7% | -3% | -9% | 8% | 0 | -4%
# `COc1ccccc1N(C(C)=O)c1nc(C)cc(C)c1C#N` is listed as -5% | 1% | -2% | 1% | 0% | 0% | -2% | -50% | -43% | -2 | 1%

# Remaining list, next part:
SMILES,Rab9 prom act,Menin MLL FP TR,NPC1 prom act,p53 reactivator,ELG1 genotoxic,PKM2 activator,VP16 counter,BRCA1 expr act,RORgamma inh,Giardia killer,FLuc counter
CCCc1cc(=O)[nH]c(SCC(=O)N2CCN(S(=O)(=O)c3ccc(Cl)cc3)CC2)n1,2%,2%,0%,-1%,-5%,3%,-7%,2%,23%,11,6%
CSCCC(NC(=O)c1ccccc1)C(=O)N1CCN(C(C)=O)CC1 (configuration not stated),0%,.,-1%,7%,-1%,.,.,-10%,.,-6,-2%
CCn1c(SCc2ccccc2Cl)nc2ccccc21,20%,?,27%,14%,14%,0%,-5%,?,10µM*,-8,12µM*
C=CCNS(=O)(=O)c1ccc(OCC(=O)OCC)cc1,-2%,1%,-2%,9%,-7%,0%,-11%,4%,-8%,-15,-1%
COc1cc2c(cc1OC)/C(=C/C(=O)c1ccc(F)cc1)NCC2,-11%,-17%,-2%,-4%,0%,.,0%,-12%,-14%,6,-18%
CC(C)Cn1cnc2c(c(-c3ccccc3)c(-c3ccccc3)n2Cc2ccco2)c1=N,2%,-20%,-6%,1%,-14%,4%,-36%,-106%,?,-7,5%
Cc1c(C)c2c(OCC(=O)N3CCC(C(=O)O)CC3)cc3c(c2oc1=O)CCC(C)(C)O3,-11%,0%,2%,.,2%,0%,4%,-10%,8%,36[activator],-19%
O=C(NCc1ccncc1)c1ccc(S(=O)(=O)Nc2ccccc2)cc1,0%,.,3%,-8%,-2%,.,.,-17%,.,-8,-2%
COC(=O)C1=C(C)N(Cc2ccccc2)C(=NCCc2c[nH]c3ccccc23)N[C@H]1c1ccccc1,-1%,0%,2%,0%,1%,1%,-11%,-40%,?,11,0%
Cc1cccc(N2C(=O)CN=C2Nc2nc(C)cc(C)n2)c1,-3%,.,1%,0%,0%,3%,-3%,-4%,-16%,8,4%
NS(=O)(=O)c1ccc(CNC(=O)/C=C/c2ccccc2[N+](=O)[O-])cc1,5%,5%,2%,-2%,0%,1%,3%,-21%,0%,-19,2%
Cc1ccc(NC(=O)c2sc3nc(N)c(C#N)cc3c2N)cc1,?,?,?,20%,?,18%,?,?,?,-9,?
CCn1c(SCC(=O)NCC2CCCO2)nc2c(c1=O)SC(C)C2 (configuration not stated),-4%,-12%,-1%,6%,0%,-1%,-3%,29%,0%,-26,-2%
CC1(C(=O)NC2CCCCCC2)CCC(=O)N1Cc1ccc2c(c1)OCO2 (configuration not stated),-6%,-12%,0%,1%,0%,-1%,-4%,-3%,-19%,41[activator],-1%
Cc1ccc2[nH]cc(CCNC(=O)c3cccnc3)c2c1,-7%,.,1%,3%,-3%,-1%,2%,-18%,-13%,-1,-1%
CCOC(=O)c1c(C)n(CCO)c2ccc(O)cc12,.,-1%,.,.,.,-3%,-2%,-2%,-9%,-15,0%
CSc1nc2c(c(=O)[nH]c(=O)n2C)n1Cc1ccccc1,-2%,1%,-6%,.,17%,-3%[11.5 µM],21%,-18%,-17%,-6,5%
Cc1ccc(-n2nnnc2SCC(=O)c2c(N)n(CC(C)C)c(=O)n(C)c2=O)cc1,-1%,0%,2%,10%,-1%,-1%,-7%[0.365 µM],1%,6%,-2,7%
CC(C(=O)c1ccc(-c2ccccc2)cc1)[n+]1cccc(Br)c1 (configuration not stated),6%,6%,-6%,8%,-6%,.,-8%,-27%,44%,-17,-1%
CC(=O)Nc1cccc2c1C(=O)N(c1ccccc1C)C2=O,5%,6%,-2%,0%,2%,7%,-2%,1%,-3%,11,-5%
O=C1C(=O)N(CNc2ccccn2)c2ccccc21,-2%,?,4%,2%,-1%,0%,2%,-34%,-16%,-6,-4%
O=C(COc1cccc2ccccc12)NNC(=O)c1cnccn1,-17%,2%,-3%,2%,-2%,-6%,?,-8%,13µM*,-9,-2%
O=C(Nc1ccc([N+](=O)[O-])cc1)c1cccc(S(=O)(=O)Nc2ccccn2)c1,-2%,?,-4%,2%,-12%,-1%,-6%,-4%,-6%,19,1%
COc1ccc(S(=O)(=O)N2CCCCCC2)cc1NC(=O)CCCOc1ccccc1,-8%,.,6%,-3%,-1%,.,.,-9%,.,-3,-2%
S=C1c2ccccc2CN1c1ccccc1,20%,9%,9%,?,12%,-2%,0%,86%,-16%,-2,?
